MsrA act: activates bovine MsrA enzyme; purified bovine MsrA, absorbance read-out; actives 0.3% (n = 360,000); activation, % at 10.6 µM; AID 602163; in the data active means activation above about 7.5%;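 further: 0% = vehicle and 100% = reference activator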
Rin1 Abl inh: inhibitors of human Rin1-Abl protein interaction. AID 588664. actives 0.4% (n = 360,000). inhibition, % at 7.35 µM. TR-FRET Rin1/Abl binding, biochemical. P00519+Q13671; in the data active means inhibition above about 5%, passing the limit was not always enough
Neddylation inh: blocks human cullin neddylation | AID 651699 | TR-FRET cullin neddylation, biochemical | actives 0.58% (n = 360,000) | P61081+Q13564 | calls only at 25 µM; in the data active means inhibition above about 36%
FAS-TE inh: FAS thioesterase (human) inhibition; P49327; recombinant FAS-TE, OMFH fluorogenic substrate, fluorescence endpoint; inhibition, % at 15 µM; actives 0.67% (n = 360,000);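 active means compounds whose normalised, plate-corrected inhibition of enzyme fluorescence in the single-dose primary screen is 50% or more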;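 further: 0% = DMSO with enzyme and 100% = substrate without enzyme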
Target sequence (P49327 whole entry, looked up): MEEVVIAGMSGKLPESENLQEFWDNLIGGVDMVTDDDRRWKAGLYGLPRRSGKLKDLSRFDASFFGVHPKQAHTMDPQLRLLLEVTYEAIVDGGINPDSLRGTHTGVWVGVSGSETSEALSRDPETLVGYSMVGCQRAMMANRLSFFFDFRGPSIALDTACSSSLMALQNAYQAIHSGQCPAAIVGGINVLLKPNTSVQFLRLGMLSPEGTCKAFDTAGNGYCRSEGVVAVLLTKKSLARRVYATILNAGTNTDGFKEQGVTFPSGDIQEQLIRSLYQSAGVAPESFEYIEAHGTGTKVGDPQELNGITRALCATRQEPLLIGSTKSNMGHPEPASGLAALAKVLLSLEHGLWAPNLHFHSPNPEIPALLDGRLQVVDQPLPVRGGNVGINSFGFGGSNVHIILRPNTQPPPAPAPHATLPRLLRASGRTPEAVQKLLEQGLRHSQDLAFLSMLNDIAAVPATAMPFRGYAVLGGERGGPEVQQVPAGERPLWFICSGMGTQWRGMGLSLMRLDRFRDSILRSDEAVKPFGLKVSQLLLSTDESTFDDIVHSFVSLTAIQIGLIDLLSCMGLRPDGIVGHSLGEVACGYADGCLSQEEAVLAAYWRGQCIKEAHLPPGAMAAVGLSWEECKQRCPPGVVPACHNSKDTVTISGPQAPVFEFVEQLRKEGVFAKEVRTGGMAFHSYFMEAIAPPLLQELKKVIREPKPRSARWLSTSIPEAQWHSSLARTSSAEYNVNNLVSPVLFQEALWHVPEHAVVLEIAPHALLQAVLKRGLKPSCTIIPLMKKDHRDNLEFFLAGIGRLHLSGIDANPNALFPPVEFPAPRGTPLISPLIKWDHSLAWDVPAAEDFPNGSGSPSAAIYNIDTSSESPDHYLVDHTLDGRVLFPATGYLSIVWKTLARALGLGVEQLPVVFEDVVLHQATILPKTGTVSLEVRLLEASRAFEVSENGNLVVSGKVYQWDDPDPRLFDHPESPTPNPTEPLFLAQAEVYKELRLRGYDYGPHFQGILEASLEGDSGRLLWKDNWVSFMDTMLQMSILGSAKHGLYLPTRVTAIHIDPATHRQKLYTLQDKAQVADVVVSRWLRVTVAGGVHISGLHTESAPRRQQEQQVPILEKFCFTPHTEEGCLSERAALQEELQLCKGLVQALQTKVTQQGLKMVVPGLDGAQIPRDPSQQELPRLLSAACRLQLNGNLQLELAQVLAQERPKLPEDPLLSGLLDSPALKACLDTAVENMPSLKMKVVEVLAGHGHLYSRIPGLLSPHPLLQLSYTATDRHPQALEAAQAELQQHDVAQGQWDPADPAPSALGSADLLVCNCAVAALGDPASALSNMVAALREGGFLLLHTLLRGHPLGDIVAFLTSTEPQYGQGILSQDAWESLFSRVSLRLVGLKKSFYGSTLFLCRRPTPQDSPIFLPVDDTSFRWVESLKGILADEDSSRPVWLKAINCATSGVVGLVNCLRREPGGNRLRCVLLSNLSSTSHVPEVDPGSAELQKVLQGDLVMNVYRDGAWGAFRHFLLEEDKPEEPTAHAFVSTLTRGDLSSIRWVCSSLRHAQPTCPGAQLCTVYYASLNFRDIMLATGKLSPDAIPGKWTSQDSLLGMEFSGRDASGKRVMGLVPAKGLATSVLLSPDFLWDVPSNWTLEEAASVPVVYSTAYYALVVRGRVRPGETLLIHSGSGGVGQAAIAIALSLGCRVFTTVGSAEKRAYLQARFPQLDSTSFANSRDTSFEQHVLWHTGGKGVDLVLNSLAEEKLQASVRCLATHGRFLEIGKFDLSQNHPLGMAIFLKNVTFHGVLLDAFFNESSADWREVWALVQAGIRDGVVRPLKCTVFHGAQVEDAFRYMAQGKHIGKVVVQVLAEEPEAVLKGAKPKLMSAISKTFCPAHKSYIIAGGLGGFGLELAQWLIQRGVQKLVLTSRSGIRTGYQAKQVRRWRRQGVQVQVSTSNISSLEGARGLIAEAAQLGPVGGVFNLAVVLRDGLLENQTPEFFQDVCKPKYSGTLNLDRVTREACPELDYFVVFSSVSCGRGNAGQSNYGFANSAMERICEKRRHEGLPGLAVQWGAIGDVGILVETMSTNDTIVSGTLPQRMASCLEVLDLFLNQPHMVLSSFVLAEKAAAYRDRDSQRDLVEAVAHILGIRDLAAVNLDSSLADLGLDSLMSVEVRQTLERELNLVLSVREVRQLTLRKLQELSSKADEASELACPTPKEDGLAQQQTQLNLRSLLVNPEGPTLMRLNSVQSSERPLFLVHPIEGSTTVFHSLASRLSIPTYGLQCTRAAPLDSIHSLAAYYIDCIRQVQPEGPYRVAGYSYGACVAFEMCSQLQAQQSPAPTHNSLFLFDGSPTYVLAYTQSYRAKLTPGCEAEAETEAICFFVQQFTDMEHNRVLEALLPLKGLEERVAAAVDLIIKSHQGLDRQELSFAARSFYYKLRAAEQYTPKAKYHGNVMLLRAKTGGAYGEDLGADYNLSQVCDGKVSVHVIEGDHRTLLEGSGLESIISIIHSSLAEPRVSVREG
MT1-MMP act inh: inhibitors of human MT1-MMP activation | P50281 | HT1080 RFP-PRO-GFP cells, GFP/RFP ratio fluorescence, overnight; percent of plate control window, DMSO zero | GFP/RFP ratio change, % at 20 µM | actives 0.061% (n = 360,000);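 active means GFP/RFP ratio change of at least 30% with cell ATP level not reduced by more than half and red fluorescence within 50% of control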; further: strong numbers were not always called active
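Read-out: GFP/RFP fluorescence ratio; Test system: RFP-PRO-GFP reporter HT1080 cells; Compound dosing: single-point 20 µM compound, 1% DMSO; Times: overnight compound exposure at 37 °C.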
eLon inh: E. coli protease La inhibition. purified E. coli Lon protease, fluorescence polarization. inhibition, % at 7.94 µM. actives 0.42% (n = 360,000). AID 602123; in the data active means inhibition above about 13%, passing the limit was not always enough;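 further: 0% = enzyme with probe and DMSO and 100% = no enzyme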
MLLE-PAM2 inh: inhibitors of microRNA-mediated deadenylation, human PABP1 MLLE binding | GST-MLLE / FITC-PAM2 fluorescence polarization | inhibition, % at 20 µM | actives 0.36% (n = 360,000) | AID 588489; in the data active means inhibition above about 35%, passing the limit was not always enough;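 further: plate controls were DMSO wells with GST-MLLE for no effect and wells lacking GST-MLLE protein for full effect; some results filed as inactive read as strong as hits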
CendR NRP1 mod: modulators of CendR peptide binding to human neuropilin-1; actives 0.85% (n = 360,000); AID 602438; inhibition, % at 25 µM; FAM-RPARPAR peptide binding to NRP-1, fluorescence polarization;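 active means inhibition or corrected inhibition above about 18%, plus a signal ratio from 0.5 to 1.5, limit read from the data, passing the limit was not always enough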; further: strong numbers were not always called active
SKN-1 inh: inhibitors of C. elegans SKN-1 | C. elegans VP596 Pgst-4::GFP/RFP ratio, acrylamide-induced, 24 h | inhibition, % at 21.8 µM | actives 0.49% (n = 360,000);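 active means interference check ratio from 0.5 to 1.5 plus GFP to RFP signal ratio inhibition reaching or exceeding a fixed threshold, cut at about 30% in these data, passing the limit was not always enough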; further: some compounds called inactive have numbers as strong as hits
Numbers without * were called inactive; i = inactive; nt = no result given.

SMILES	MsrA act	Rin1 Abl inh	Neddylation inh	FAS-TE inh	MT1-MMP act inh	eLon inh	MLLE-PAM2 inh	CendR NRP1 mod	SKN-1 inh
O=C(O)c1ccc(Cl)c(S(=O)(=O)N(Cc2ccccc2)c2ccccc2)c1	-3	1	i	-1	-2	9	-2	8	15
O=C1CCC(=O)N1OCCOc1ccc(Cl)c2ccccc12	-5	-2	i	0	0	-5	6	-6	11
COc1cccc(-n2c(N)cc(=O)nc2SCC(=O)Nc2cc(C)on2)c1	-3	3	i	-4	-1	-12	-7	3	-4
CCN1CCN(C(=O)C2CCN(S(=O)(=O)c3ccc(Br)cc3)CC2)CC1	-6	2	i	-1	-1	4	7	2	-15
CC(C)NC(=O)N(C)C[C@H]1OCc2cnnn2CCCC(=O)N([C@H](C)CO)C[C@@H]1C	-12	3	i	-5	5	-6	0	-7	-21
COc1ccccc1C(=O)Nc1ccccc1N1CCCCC1	-3	-1	i	20	-3	8	-3	8	-28
COc1ccc(-c2nc(CS(=O)CC(=O)N3CCCC3)c(C)o2)cc1 (configuration not stated)	-2	-4	i	-11	0	-6	5	-2	12
COC(=O)c1ccc(COC(=O)c2cccnc2Cl)cc1	-6	1	i	0	-3	1	4	11	16
COc1cc2c(cc1OC)C(C1C(=O)CCCC1=O)N(C(=O)CCl)CC2 (configuration not stated)	-2	-2	nt	-10	7	-7	-3	7	4
Cc1cccc(Nc2nc(N)nc(CN3CCN(c4ccccc4)CC3)n2)c1	-1	-1	i	-3	2	0	2	0	18
O=C(CP(=O)(O)CC(=O)c1ccccc1)c1ccccc1	-4	-4	i	-4	0	9	-4	0	17
COc1cc(OC)cc(-c2c(C#Cc3ccsc3)c3cc(-c4cc(F)cc(F)c4)ccc3n2C)c1	-4	-1	i	29	0	-12	6	-2	-3
COc1ccc(OC)c(NC(=O)c2cnn(-c3ccccc3Cl)c2NC(=O)c2ccco2)c1	-2	2	i	-4	6	0	6	4	14
CC(C#N)OC(=O)c1cccnc1SCC(=O)Nc1ccc2c(c1)OCO2 (configuration not stated)	-5	3	i	1	2	11	-9	8	5
O=C(CCNS(=O)(=O)c1ccc(F)c(Cl)c1)NCc1ccccc1F	-3	-1	i	0	1	-6	-11	11	-4
Cc1ccc(N(CCC#N)C(=O)COC(=O)c2ccccn2)cc1	-7	1	i	-5	1	-9	0	-17	-20
COc1ccc(NC(=O)CSc2sc3c(O)cc(=O)[nH]c3c2C#N)c(OC)c1	-5	0	i	1	3	-15	-19	-50	3
Cc1ccccc1OCCC(=O)OCC(=O)Nc1ccc2[nH]c(=O)[nH]c2c1	-1	5	i	-8	1	1	4	4	4
Cc1ccccc1C(=O)Nc1cccc(NC(=O)c2cccnc2)c1	-1	-1	i	-2	-3	-4	-11	0	1
O=C(NCC(=O)N1CC=C(c2ccccc2)CC1)c1ccc(F)cc1	-1	1	i	0	-2	2	-12	17	2
Cc1csc(N2CCCC2c2nc3cc(Cl)c(N4CCCCC4)cc3n2CCCO)n1 (configuration not stated)	-7	4	i	-4	1	-13	-7	2	5
COc1ccc(OC)c(NC(=O)C(C)Oc2ccc(Br)cc2)c1 (configuration not stated)	-1	-3	i	30	2	5	13	14	15
CCC(CC)c1nnc(NC(=O)C2CC(=O)N(CCc3ccc(OC)c(OC)c3)C2)s1 (configuration not stated)	-2	-2	i	-7	-7	12	12	4	3
COc1ccc2c(c1)CC=C1C2CCC2(C)C(=O)C(=NO)CC12 (configuration not stated)	-4	-1	i	-104	-3	-4	-1	12	0

Structures shown so far that have a cyano group (three):
SMILES	MsrA act	Rin1 Abl inh	Neddylation inh	FAS-TE inh	MT1-MMP act inh	eLon inh	MLLE-PAM2 inh	CendR NRP1 mod	SKN-1 inh
CC(C#N)OC(=O)c1cccnc1SCC(=O)Nc1ccc2c(c1)OCO2 (configuration not stated)	-5	3	i	1	2	11	-9	8	5
Cc1ccc(N(CCC#N)C(=O)COC(=O)c2ccccn2)cc1	-7	1	i	-5	1	-9	0	-17	-20
COc1ccc(NC(=O)CSc2sc3c(O)cc(=O)[nH]c3c2C#N)c(OC)c1	-5	0	i	1	3	-15	-19	-50	3

Further compounds.
SMILES	MsrA act	Rin1 Abl inh	Neddylation inh	FAS-TE inh	MT1-MMP act inh	eLon inh	MLLE-PAM2 inh	CendR NRP1 mod	SKN-1 inh
CN(C)S(=O)(=O)c1cccc(C(=O)NCCc2ccccc2)c1	-3	1	i	-12	7	-1	-3	-6	3
COc1ccc(/C=N/Nc2ncccc2[N+](=O)[O-])c(OC)c1	-4	-15	i	5	1	-1	3	3	7
C[C@@H]1CC[C@@]2(OC1)O[C@H]1C[C@H]3[C@@H]4CC=C5C[C@@H](O)[C@H](O)C[C@]5(C)C4CC[C@]3(C)[C@H]1[C@@H]2C (some centres not stated)	1	3	i	-4	1	7	1	-4	14
CCn1c(NC(=S)Nc2ccccc2)nc2ccccc21	-3	1	i	-3	10	6	33	8	-7
Cn1c(=O)c2c(nc(CN3CCC(C(N)=O)CC3)n2Cc2ccccc2Cl)n(C)c1=O	-2	5	i	-6	3	-1	2	-3	11
O=C(NCc1ccc(F)cc1)c1cccnc1C(=O)O	-1	-1	i	-4	-1	2	8	27*	11
Cc1cccc(C(=O)NC(=S)NNC(=O)Cc2ccccc2)c1	3	-2	i	-13	5	-6	-2	2	-4
Nc1c(C(=O)CSc2nnnn2-c2ccccc2)c(=O)[nH]c(=O)n1C1CC1	-3	-1	i	-8	2	-1	-11	-2	7
Cn1c(CNS(=O)(=O)c2ccc(F)cc2)n[nH]c1=S	-3	2	i	-8	4	-5	14	-2	14
CS(=O)(=O)Nc1ccc(C2=NN(C(=O)c3ccco3)C(c3ccco3)C2)cc1 (configuration not stated)	-7	-1	i	0	-3	0	-9	13	8
O=C(NNC(=O)c1cc2cc(Br)ccc2oc1=O)c1ccc(O)cc1	-3	-4	i	-10	-1	-5	0	7	-5
COc1ccc(CNC(=O)C(=O)NCC2OCCN2S(=O)(=O)c2ccc(OC)c(OC)c2)cc1 (configuration not stated)	-2	1	i	-3	-2	11	8	6	10

Records listed above printed as active in CendR NRP1 mod.
SMILES | MsrA act | Rin1 Abl inh | Neddylation inh | MT1-MMP act inh | eLon inh | MLLE-PAM2 inh | CendR NRP1 mod | SKN-1 inh
O=C(NCc1ccc(F)cc1)c1cccnc1C(=O)O | -1 | -1 | i | -1 | 2 | 8 | 27* | 11

Later entries
SMILES	MsrA act	Rin1 Abl inh	Neddylation inh	FAS-TE inh	MT1-MMP act inh	eLon inh	MLLE-PAM2 inh	CendR NRP1 mod	SKN-1 inh
O=C1CCN(CCc2ccccc2)CCN1[C@H](CO)c1ccccc1	-4	4	i	-12	3	4	5	5	12
COc1ccccc1CNC(=O)C1CC(c2ccccc2C(F)(F)F)=NO1 (configuration not stated)	-9	3	i	-6	0	2	-22	3	-3
CCOc1ccc(C(=O)c2cccs2)cc1	-8	-1	i	1	1	-1	12	1	13
C=CCn1c(SC(C)C(=O)NCCC2=CCCCC2)nc2ccccc2c1=O (configuration not stated)	1	1	i	21	-7	6	-19	5	-10
Cc1noc(C)c1C(=O)NC(C)C1CCCO1 (configuration not stated)	-4	-2	i	-5	1	2	-1	-2	-25
CCOC(=O)c1cnn(CCOC(=O)c2cccc(F)c2)c1NC(=O)c1cccc(F)c1	-6	5	i	5	3	4	4	19	5
CC(C)C1C(=O)N(Cc2cn(CCC3OCCO3)nn2)CCS(=O)(=O)N1Cc1ccc(-c2ccc(Cl)c(Cl)c2)cc1 (configuration not stated)	-7	3	i	39	2	-5	16	-1	-5
CCOC(=O)N1CCN(C(=O)c2n[nH]c(=O)c3ccccc23)CC1	-2	0	i	-5	-12	5	2	0	-14
O=C(COC(=O)c1cc(S(=O)(=O)N2CCCC2)ccc1O)Nc1ccc(SC(F)F)cc1	-1	1	i	5	1	-8	8	6	10
Cc1cccc(/N=C/c2ccccn2)n1	-6	0	i	-8	-2	11	-2	5	1
Cc1ccc([C@H]2C[C@H](O)[C@@H](n3cc(-c4ccc(F)cc4)nn3)CN2Cc2cccs2)cc1	-5	-2	i	19	2	-9	2	6	-12
COc1ccc(N(CC(=O)NCCC2=CCCCC2)S(=O)(=O)c2ccccc2)cc1	-3	-2	i	19	-2	2	7	1	-3
COc1cc(/C=C/C(=O)O)cc(S(=O)(=O)Nc2ccc3cn[nH]c3c2)c1OC	0	1	i	-8	1	-20	1	1	11
Clc1cccc(Cl)c1CSc1nnc(/C=C/c2ccccc2)o1	-6	-4	i	17	3	1	-12	7	-3
COc1ccc(S(=O)(=O)c2c(O)cc(C)c(NS(=O)(=O)c3ccccc3)c2C)cc1	-3	-1	i	24	0	0	-11	1	17
CCCCNC(=O)Cn1nc(-c2ccc(C)cc2)ccc1=O	-2	-1	i	-2	-1	5	-11	10	9
COC(=O)c1ccc(Cl)c(NC(C)=O)c1	-2	-1	i	-1	3	-2	1	4	-9
COc1ccc(-c2nnc(-c3ccc(OCC(C)C)cc3)o2)cc1	1	-1	i	17	3	8	-20	-1	6
CN1C(=O)CCC1(O)c1ccccc1 (configuration not stated)	-6	6	i	-10	-7	-2	-2	-15	-12
CCOc1cc(N)c(Cl)cc1C(=O)NCC1CN(Cc2ccc(F)cc2)CCO1 (configuration not stated)	-10	1	i	0	5	-6	-2	-12	-6
COc1ccc(C(=O)N(CCc2ccccc2)Cc2cccs2)c(OC)c1	-8	-3	i	11	-1	6	4	4	-3
Cc1cccc(CN2CCCC(C(=O)N3CCCCC3)C2)c1 (configuration not stated)	-2	-2	i	-7	3	-3	2	0	3
CCc1ccc(-c2cc(C)no2)cc1S(=O)(=O)N1CCN(c2ccccc2OC)CC1	-1	-1	i	28	-3	6	3	11	5
CN(CC(=O)OCC(=O)c1c(N)n(C)c(=O)n(C)c1=O)S(=O)(=O)c1ccc(Cl)cc1	-5	0	i	-5	-2	-7	-7	4	-1
O=C(Nc1ccc(SC(F)F)cc1)c1ccccc1F	-2	0	i	7	5	7	17	4	41*
CCOC(=O)[C@H]1[C@H]2COc3ccc(Cl)cc3[C@@H]2N2C(=O)c3cc(Br)ccc3NC(=O)[C@@]12C	4	-2	i	50	-13	-9	15	-4	-6
COc1cccc(C(=O)N(C)c2nnc(-c3ccncc3)s2)c1	-1	-1	i	-4	7	3	-6	-9	7
CC(C)c1ccc(O)c(NC(=S)NC(=O)CCc2ccccc2)c1	-3	-2	i	6	2	-1	43*	-4	-4
Cc1ccc(CC(=O)NC2CCN(C)CC2)cc1	-3	4	i	-4	-2	-12	1	1	-15
Cc1ccc(CCc2nnc(SCC(=O)Nc3cc(Cl)ccc3Cl)n2-c2ccccc2)o1	-3	-2	i	34	-6	-14	-26	-8	10
CCN1CCN(C(=O)C2CCN(S(=O)(=O)c3ccc(SC)cc3)CC2)CC1	2	0	i	-4	1	5	10	2	21
CN(C)Cc1ccccc1Sc1ccc(O)cc1O	-6	-1	i	-5	-4	4	6	8	4
CCN1C(=O)/C(=C2\SC(=S)N(c3c(C)n(C)n(-c4ccccc4)c3=O)C2=O)c2ccccc21	-3	3	i	-4	-7	-13	44*	-13	7
COc1ccc(OC)c(S(=O)(=O)Nc2cc3c4c(c2)CCN4C(=O)CC3)c1	-3	0	i	-5	3	4	-13	-3	-5
COc1cc(C(CCN2CCCCC2)c2c(OC)cc(OC)c3c(C)cc(=O)oc23)cc(OC)c1OC (configuration not stated)	-2	4	i	-10	3	3	20	19	7
CCOc1ccc(/C=N/OCC(=O)NCc2ccco2)cc1	-3	0	i	-3	-10	5	-5	5	0
CCN(c1ccccc1)S(=O)(=O)c1cc(C(=O)OC(C)C(=O)Nc2ccc3c(c2)OCCO3)ccc1C (configuration not stated)	-8	-1	i	32	2	-2	-4	8	-17
